hERG protect: hERG (human) protection from proarrhythmic block; Q12809; CHO-hERG, FluxOR thallium flux, dofetilide IC70 present; activation (rescue from dofetilide block), less the hit threshold, % at 10 µM; 310,000 compounds, 0.51% hits; AID 1511;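 active = activation above the mean of controls blocked by dofetilide plus 5 SD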;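 also: thallium influx through hERG after potassium depolarization seen as dye fluorescence rise; in these data hits start at about 4.7%; inactives centre near -7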
DYRK1A inh: Dyrk1A (rat) kinase inhibition; Q63470; ADP-Glo luminescence, NFATc1 peptide; inhibition, % at 12.5 µM; 310,000 compounds, 0.43% hits; AID 504441; in the data active = inhibition above about 50%;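 also: plate controls were vehicle with enzyme for no effect and no enzyme for full effect; many of its hits are not listed in these tables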
TRPC4 act: TRPC4 (mouse) channel activation; Q9QUQ5; 310,000 compounds, 0.49% hits; B-score at 10 µM; HEK293 TRPC4beta/mu-opioid, Fluo4 calcium fluorescence; stronger effect = higher value;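 active = B-score above 5 SD of library B-scores, and initial fluorescence ratio not above library mean plus 5 SD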;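 also: positive B-score marks a calcium rise read as TRPC4 activation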
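System – HEK293 cells stably co-expressing mouse TRPC4beta and mu-opioid receptor · Signal – Fluo4 calcium-sensitive dye fluorescence, kinetic, 1 Hz baseline · Benchmarks – buffer (low) and maximal DAMGO (high) · Read-out – B score of integrated fluorescence ratio per well · Incubation – dye loading 45 min room temperature, 110 s kinetic read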
PolyA inhibitor: blocks polyadenylation in yeast reporter cells; 300,000 compounds, 0.02% hits; calls only at 12 µM; AID 1875; S. cerevisiae SKY197-pL101 polyadenylation reporter, beta-gal luminescence; efflux-impaired pdr1/pdr3 knockout yeast; score 100 = 6 SD above DMSO;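 active = lowest replicate activity score at least 50, where 100 means six control SD above control mean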;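 also: yeast exposed to compound for 9 h at 30 °C; higher score means more reporter readthrough which indicates perturbed polyadenylation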
TRPC4 inh: inhibitors of mouse TRPC4 channel. Q9QUQ5. 300,000 compounds, 0.39% hits. HEK293 TRPC4beta/mu-opioid, DAMGO-evoked Fluo4 calcium flux; stronger effect = lower value. B-score at 10 µM. AID 2247;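 active = B-score over 3 SD under the library average, no early fluorescence shift, positive overall ratio signal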
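Material: HEK293 cells with stable TRPC4beta plus mu-opioid receptor expression / Probe or stimulus: DAMGO in two steps, submaximal then maximal / Compound: single concentration per test compound / Technique: kinetic Fluo4 fluorescence imaging of calcium influx / Read-out: per-well B score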
KCNQ1 pot: potentiators or activators of human KCNQ1 potassium channel; CHO-K1 KCNQ1, thallium flux FluxOR fluorescence; stronger effect = higher value; B-score at 10 µM; AID 2648; 310,000 compounds, 0.35% hits; P51787;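 active = fluorescence ratio B-score, a plate-corrected score, at least three library SD, with initial intensity B-score within 5 SD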
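System: CHO-K1 cells stably expressing KCNQ1 / Medium: assay buffer for compound exposure, DMSO matched across wells / Reagent: thallium- and potassium-containing depolarizing buffer / Compound: one concentration, matched DMSO / Incubation: 20 min compound pretreatment at room temperature / Measured by: kinetic FluxOR fluorescence, 10 s baseline plus 110 s post-stimulus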
TRPC4 PAM: TRPC4 (mouse) allosteric potentiation. Q9QUQ5. HEK293 TRPC4beta/mu-opioid, DAMGO EC20, Fluo-4 Ca2+ flux; stronger effect = higher value. B-score at 10 µM. 310,000 compounds, 0.42% hits. AID 2227;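 active = B-score of calcium response area above 5 SD of library B-scores, with initial fluorescence ratio within 5 SD of library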;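 also: B-score of integrated fluorescence ratio over time as area under calcium response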
Platelet DG rel: modulates dense granule release in human platelets; 300,000 compounds, 0.22% hits; inhibition, %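 (compounds screened at 7.5 µM in platelet-rich plasma)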; human platelet-rich plasma, SFLLRN dense granule ATP release, luminescence;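 active = mean replicate score, as percent of positive control, at or above 50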
KCNK9 block: human KCNK9 channel inhibition | Q9NPC2 | HEK293 KCNK9, FluxOR thallium flux fluorescence; stronger effect = lower value | B-score at 10 µM | 310,000 compounds, 1.2% hits | AID 488922;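 active = ratio B-score over 3 SD below the library mean, with starting fluorescence within 5 SD of its mean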;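 also: negative B-score means less thallium flux so channel inhibition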
Target sequence (Q9NPC2 whole entry, looked up): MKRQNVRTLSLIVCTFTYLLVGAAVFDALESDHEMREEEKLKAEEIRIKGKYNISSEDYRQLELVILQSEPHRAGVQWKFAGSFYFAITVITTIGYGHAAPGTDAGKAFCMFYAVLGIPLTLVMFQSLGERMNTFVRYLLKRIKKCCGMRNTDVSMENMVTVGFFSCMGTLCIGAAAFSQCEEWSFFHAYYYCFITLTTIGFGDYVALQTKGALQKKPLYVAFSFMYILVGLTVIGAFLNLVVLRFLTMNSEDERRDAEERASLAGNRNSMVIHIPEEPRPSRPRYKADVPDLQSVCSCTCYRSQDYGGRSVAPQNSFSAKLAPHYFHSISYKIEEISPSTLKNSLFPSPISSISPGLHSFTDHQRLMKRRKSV
KCNK3 inh: human KCNK3 channel inhibition, primary screen. O14649. CHO-KCNK3 thallium flux, FluxOR fluorescence; stronger effect = lower value. B-score at 10 µM. 340,000 compounds, 0.84% hits. AID 602410;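 active = B-score under library mean minus 4 SD, starting fluorescence ratio at most library mean plus 5 SD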;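 also: more negative B-score means stronger inhibition of thallium flux through KCNK3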
Target sequence (O14649 whole entry, looked up): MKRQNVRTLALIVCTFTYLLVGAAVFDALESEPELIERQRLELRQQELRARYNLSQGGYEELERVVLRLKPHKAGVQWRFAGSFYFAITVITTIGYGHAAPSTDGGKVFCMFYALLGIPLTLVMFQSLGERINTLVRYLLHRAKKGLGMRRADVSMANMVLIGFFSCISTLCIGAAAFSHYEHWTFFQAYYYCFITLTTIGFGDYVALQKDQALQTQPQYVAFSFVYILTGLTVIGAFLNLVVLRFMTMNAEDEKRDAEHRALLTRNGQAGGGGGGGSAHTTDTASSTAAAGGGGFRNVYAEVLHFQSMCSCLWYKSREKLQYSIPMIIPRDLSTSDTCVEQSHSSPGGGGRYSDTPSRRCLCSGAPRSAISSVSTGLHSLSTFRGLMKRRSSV
KCNQ1 block: blocks the human KCNQ1 potassium channel; AID 2642; B-score at 10 µM; 310,000 compounds, 1.3% hits; CHO-K1 KCNQ1, FluxOR thallium flux fluorescence; stronger effect = higher value;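 active = compounds whose thallium flux B-score, printed positive for inhibition, exceeds three library SD while starting fluorescence stays within three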;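 also: channel opened by potassium depolarization with thallium stimulus after 20 min compound exposure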
* marks the source's active call; other numbers are inactive results; i = inactive; · = not tested or not shown.

SMILES	hERG protect	DYRK1A inh	TRPC4 act	PolyA inhibitor	TRPC4 inh	KCNQ1 pot	TRPC4 PAM	Platelet DG rel	KCNK9 block	KCNK3 inh	KCNQ1 block
O=C(Nc1ccccc1)O/N=C1/CCCc2occc21	-12.0	2.4	i	i	i	i	i	26.2	i	i	i
Cc1ccccc1-n1c(SCC(=O)N2CCOCC2)nc(O)cc1=O	-4.5	14.4	i	i	i	i	i	8.7	i	i	i
Cc1cc(C)nc(-n2nc(C)c(Sc3ccc(F)cc3)c2N)n1	-6.0	30.0	i	i	i	i	i	3.9	i	i	i
Cc1cc(C(F)(F)F)nc(NCc2ccc(F)cc2)n1	-8.3	0.1	i	i	i	i	i	-3.2	i	i	i
O=C(NCCC(c1ccccc1)c1ccco1)c1cccs1 (stereo not given)	-12.5	-3.9	i	i	i	i	i	10.5	i	i	i
O=C(Nc1nnc(SCc2ccc(Cl)cc2)s1)c1cnccn1	-5.2	-6.0	i	i	i	i	i	-22.0	i	i	i
CN1CCCN(C(=O)CSc2ccccc2)CC1	-3.4	-3.2	i	i	i	i	i	2.2	i	i	i
CCCCOC(=O)/C(=C\c1ccc([N+](=O)[O-])o1)NC(=O)c1ccccc1	-7.3	16.5	i	i	i	i	i	-4.6	i	i	i
NC(=O)NNC(=S)Nc1cccc2ccccc12	-7.1	·	i	i	i	i	i	-0.8	i	i	i
Cc1nc2ccccc2nc1OCC(=O)Nc1ccccc1	-11.1	-10.3	i	i	i	i	i	-4.3	i	i	i
COc1ccc(F)cc1C(=O)C1CCCN(Cc2c[nH]c3ccccc23)C1 (stereo not given)	-9.1	1.2	i	i	i	i	i	1.2	i	i	i
COc1ccc(F)cc1C(=O)C1CCCN(C(=O)CCN2CCCCO2)C1 (stereo not given)	-8.6	5.0	i	i	i	i	i	-23.3	i	i	i
CC(=O)N1N=C(c2ccc([N+](=O)[O-])cc2)CC1c1ccccc1Cl (stereo not given)	-5.4	0.6	i	i	i	i	i	-6.2	i	i	i
CCN(CC(=O)Nc1ccccc1C(F)(F)F)C(=O)C1CCC1	-14.0	0.1	i	i	i	i	i	-2.6	i	i	i
O=S(=O)(NCC(c1ccco1)N1CCN(c2ccc(F)cc2)CC1)c1ccc2c(c1)OCCO2 (stereo not given)	-5.2	3.1	i	i	i	i	i	-4.9	i	i	i
CC(=O)c1ccc(N2CCN(C(=O)c3ccc(Cn4c(=S)[nH]c5ccc(N6CCOCC6)cc5c4=O)cc3)CC2)cc1	-14.1	·	i	i	i	i	14*	9.9	i	i	i
Cc1cc(S(=O)(=O)Nc2cccc(O)c2)c(C)s1	-8.3	4.2	i	i	i	i	i	5.2	i	i	i
C=C(C)COc1ccc(-c2ncnc(C(F)(F)F)c2-c2ccccc2)c(O)c1	-0.6	-0.4	i	i	i	i	i	-1.8	i	i	i
Cc1nc2ccccn2c1C(=O)N/N=C/c1ccc(F)cc1	-6.1	-5.2	i	i	i	i	i	5.9	i	i	i
CCOC(=O)CC1ON(C)C(=O)N1c1ccc(Cl)cc1Cl (stereo not given)	-8.8	-11.1	i	i	i	i	i	11.9	i	i	i
COC(=O)C1=C(C(=O)OC)[C@@H]2N(Cc3ccccc3)c3ccccc3[C@@]23C[C@@H](C(=O)OC)N=C3N1	-9.8	2.0	i	i	i	i	i	8.1	i	i	i
C=CCN(C)NC(=S)Nc1ccccc1	-2.0	3.2	i	i	i	i	i	5.3	i	i	i
COC(=O)c1cc(S(=O)(=O)N2CCN(c3ccccc3OC)CC2)cn1C	-1.7	1.8	i	i	i	i	i	12.4	i	i	i
CC(=O)c1cc2c(cc1NC(=O)CN1CCCCCCC1)OCO2	-11.3	0.2	i	i	i	i	i	3.3	i	i	i
O=C(OCCN1CCOCC1)c1ccc(Cl)cc1Cl	1.3	·	i	i	i	i	i	-2.9	i	i	i

Compound profiles (already shown). Screens in order: hERG protect | DYRK1A inh | TRPC4 act | PolyA inhibitor | TRPC4 inh | KCNQ1 pot | TRPC4 PAM | Platelet DG rel | KCNK9 block | KCNK3 inh | KCNQ1 block
Cc1cc(S(=O)(=O)Nc2cccc(O)c2)c(C)s1 is listed with -8.3 | 4.2 | i | i | i | i | i | 5.2 | i | i | i
COc1ccc(F)cc1C(=O)C1CCCN(C(=O)CCN2CCCCO2)C1 (stereo not given) is listed with -8.6 | 5.0 | i | i | i | i | i | -23.3 | i | i | i

The results go on:
SMILES	hERG protect	DYRK1A inh	TRPC4 act	PolyA inhibitor	TRPC4 inh	KCNQ1 pot	TRPC4 PAM	Platelet DG rel	KCNK9 block	KCNK3 inh	KCNQ1 block
Cc1ccc(C(=O)N2CCCC2)cc1S(=O)(=O)Nc1cccc(C)c1C	-12.3	0.2	i	i	i	i	i	-1.5	i	i	i
Cc1nnc(SCC(=O)Nc2ccc3c(c2)OCCO3)n1N	2.6	3.9	i	i	i	i	i	2.4	i	i	i
CCSc1nnc(NC(=O)c2c(-c3ccccc3Cl)noc2C)s1	-8.4	3.8	i	i	i	i	i	-0.6	i	i	i
O=C(Nc1nnc(Cc2ccc([N+](=O)[O-])cc2)s1)c1ccc2c(c1)OCO2	-10.4	-7.0	i	·	i	i	i	-5.4	i	i	i
O=C(NCCc1ccccc1)c1ccc(NC2=NC3CS(=O)(=O)CC3S2)cc1 (stereo not given)	-7.1	-1.1	i	i	i	i	i	0.2	i	i	i
Cn1ncc(Cl)c1C(=O)N1CCN(c2ccc(F)cc2)CC1	-2.3	0.5	i	i	i	i	i	5.4	i	i	i
COc1ccc(CCNC(=O)C2CCN(C(=O)c3ccc(Br)cc3)CC2)cc1OC	-0.8	-5.3	i	i	i	i	i	12.8	i	i	i
CC(=C\c1ccccc1)/C=C1/SC(=O)N(CCCC(=O)Nc2ccc(C(=O)O)cc2)C1=O	-21.9	-0.8	i	i	i	i	i	-3.3	i	i	i
Cc1nc2c(C#N)c(-c3ccc(Cl)cc3)ccn2n1	-4.1	0.9	i	i	i	i	i	-4.5	i	i	i
Cc1nnc(SCCOC(N)=O)n1C	-6.8	-0.2	i	i	i	i	i	-0.7	i	i	i
NC(=O)CSc1nnc(NC(=O)c2cccc(S(=O)(=O)N3CCCCC3)c2)s1	-6.5	2.1	i	i	i	i	i	0.3	i	i	i
Cc1[nH]c2ccc(C(=O)Nc3ccncc3)cc2c1C	-4.8	20.2	i	i	i	i	i	1.8	i	i	i
O=[N+]([O-])c1cc(O)c2ncccc2c1	0.9	·	i	i	i	i	i	-8.0	i	·	i
Cc1cccc(-n2ccnc2SCC(=O)N2CCCc3ccccc32)c1C	-1.4	-9.7	i	i	i	i	i	-6.2	i	i	i
Cc1cc(C)c(C#N)c(SCC(=O)NC2CC2)n1	-2.9	7.5	i	i	i	i	i	0.1	i	i	i
O=C(OCc1cc(=O)n2c(n1)sc1ccccc12)c1ccc(O)cc1O	-5.4	24.3	i	i	i	i	i	5.0	i	i	i
COC(=O)Cn1cnc2c(cnn2-c2ccc(C)cc2)c1=O	-6.3	-1.3	i	i	i	i	i	0.9	i	i	i
COc1ccccc1NC(=O)CSCc1cc(=O)n2c(C)csc2n1	-3.7	1.7	i	i	i	i	i	13.7	i	i	i
CCOC(=O)C1(Cc2ccccc2)CCCN(S(=O)(=O)N(C)C)C1 (stereo not given)	-7.7	0.4	i	i	i	i	i	-1.9	i	i	i
COc1cc(OC)cc(-c2nnc(SCC(=O)N3CCOCC3)o2)c1	-2.5	-0.5	i	i	i	i	i	-8.1	i	i	i
CC1CCC(NC(=O)c2ccc(N3CCCC3=O)cc2)CC1 (stereo not given)	-11.8	4.4	i	i	i	i	i	-2.7	i	i	i
CCC(=O)N1CCNC(=O)C1CC(=O)Nc1ccc(C)c(Cl)c1 (stereo not given)	-4.3	-4.9	i	i	i	i	i	3.0	i	i	i
Cc1cccc(OCC(=O)Nc2cc(S(=O)(=O)N3CCOCC3)ccc2N2CCCC2)c1C	-14.3	4.7	i	i	i	i	i	-3.2	i	i	i
CC(C)(C)OC(=O)C(C(=O)OC(C)(C)C)c1ccc(Cl)nn1	-6.2	-4.1	i	i	i	i	i	-3.6	i	i	i
Cc1nc(C(=O)N/N=C/c2[nH]ncc2Br)cs1	-2.5	3.3	i	i	i	i	i	3.2	i	i	i
SMILES	hERG protect	DYRK1A inh	TRPC4 act	PolyA inhibitor	TRPC4 inh	KCNQ1 pot	TRPC4 PAM	Platelet DG rel	KCNK9 block	KCNK3 inh	KCNQ1 block
CCOC(=O)c1cnc(-n2nc(C)cc2C)nc1NC(C)c1ccccc1 (stereo not given)	-12.5	2.2	i	i	i	i	i	17.2	i	i	i
CCN(CC)S(=O)(=O)c1cccc(C(=O)N/N=C/c2ccc(N3CCOCC3)cc2)c1	-12.1	-1.9	i	i	i	i	i	5.9	i	i	i
COc1ccccc1N1CCN(Cc2cc(=O)c(OCC(=O)NC3CCCC3)co2)CC1	-12.7	16.9	i	i	i	i	108*	16.3	i	i	i
CC(NC(=O)C1CCCCC1)C(=O)NC1=NCCS1 (stereo not given)	-9.9	-1.1	i	i	i	i	i	3.6	i	i	i
CN(Cc1ccccc1)C(=O)C1CCN(S(=O)(=O)c2cccc3nsnc23)CC1	-9.4	-1.7	i	i	i	i	i	-8.2	i	i	i
N#C/C(=C(/O)COc1cccc2ccccc12)c1nc2ccccc2[nH]1	-1.1	1.9	i	i	i	i	i	0.2	i	i	i
Cc1ccc(CNC(=O)CCc2c(C)nc3ncnn3c2C)cc1	-12.1	-4.5	i	i	i	i	i	1.9	i	i	i
COc1ccc(C(=S)N2CCOCC2)cc1OC(=O)c1cccc([N+](=O)[O-])c1	-6.0	2.8	i	i	i	i	i	0.7	i	i	i
CCC(=O)NC(Nc1cccc(C)n1)(C(F)(F)F)C(F)(F)F	-10.0	-3.9	i	i	i	i	i	-5.7	i	i	i
Cc1nn(CC(=O)N(C)C2CCS(=O)(=O)C2)c(C)c1[N+](=O)[O-] (stereo not given)	-14.7	15.0	i	i	i	i	i	-0.6	i	i	i
COc1cc(/C=N/n2c(SC)nnc(C(C)(C)C)c2=O)ccc1O	-1.5	-1.9	i	i	i	i	i	-4.5	i	i	i
CCCNS(=O)(=O)c1ccc(OCC(=O)OC)cc1	-3.2	1.6	i	i	i	i	i	10.4	i	i	i
O=C(NC(Nc1cc(C(F)(F)F)ccc1Cl)C(=O)c1ccccc1)c1ccccc1 (stereo not given)	-19.5	3.1	i	i	i	i	i	6.1	i	i	i

Bioassay records from PubChem BioAssay.

Not all compounds are listed, so the mix of outcomes need not match the whole.
